NALP3 yeast inh = NALP3 inflammasome inhibitors in reconstituted yeast, primary screen, luminescence, uHTS. Yeast reconstituted NLRP3/ASC/caspase-1, beta-gal luminescence, 24 h. inhibition, % at 10 µM. 0.39% of 330,000 active. AID 2825, 2010;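 active = inhibition of 50% or more; inactive = inhibition below 50%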;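 also: plate controls were induced DMSO wells for no effect and uninduced yeast grown without galactose for full effect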
SENP8 block-1 = human SENP8 protease inhibitors, primary screen, biochemical, fluorescence, Nedd8 protein substrate, uHTS. Sentrin-specific protease 8 (Homo sapiens), Q96LD8. recombinant SENP8. inhibition, % at 20 µM. 0.64% of 360,000 active. AID 602440, 2012; in the data active = inhibition mostly above about 40%, no sharp cut-off; inactive = mostly below about 27%
SENP8 block-2 = SENP8 protease inhibitors, primary screen, biochemical, luminescence; 1.2% of 330,000 active; AID 2540, 2010; inhibition, % at 10 µM; purified SENP8, Z-RLRGG-aminoluciferin cleavage; in the data active = inhibition above about 50%
SENP7 inh = SENP7 protease inhibitors, primary screen, biochemical, luminescence, uHTS. Sentrin-specific protease 7 (Homo sapiens), Q9BQF6. recombinant SENP7, Z-RLRGG-aminoluciferin luminescence, 40 min. inhibition, % at 5 µM. 1.5% of 330,000 active. AID 434973, 2010;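 active = inhibition above about 50% at the single test dose, limit read from the data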;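 also: plate controls were DMSO with enzyme for no effect and no enzyme buffer wells for full effect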
SENP1 FRET inh = human SENP1 catalytic domain inhibitors, primary screen, biochemical, FRET, uHTS; AID 624204, 2012; inhibition, % at 10 µM; recombinant SENP1 catalytic domain, CyPet-SUMO1-YPet FRET cleavage; 0.21% of 360,000 active;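 active = inhibition at least 30% at 10 µM, raw YFP signal under a set limit, fluorescence ratio 0.5 to 1.5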;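 also: 0% = enzyme with DMSO and 100% = no enzyme wells; some results filed as inactive read as strong as hits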
Target sequence (Q9P0U3 419-644 limits assumed): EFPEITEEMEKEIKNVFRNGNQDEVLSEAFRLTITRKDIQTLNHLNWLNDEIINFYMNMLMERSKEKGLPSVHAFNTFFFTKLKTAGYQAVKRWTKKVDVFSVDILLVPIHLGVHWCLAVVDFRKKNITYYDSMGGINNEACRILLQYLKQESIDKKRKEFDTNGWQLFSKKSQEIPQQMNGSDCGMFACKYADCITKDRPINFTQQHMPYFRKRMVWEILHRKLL
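Test system: recombinant human SENP1 catalytic domain, His6-tagged / Medium: pH 8 Tris buffer with EDTA, NaCl, BME, BSA, NP40, catalase / Also added: SUMO1 FRET substrate flanked by Cypet and Ypet, 25 nM / Times: 50 min reaction at room temperature / Signal: FRET, CFP and YFP emission / Control set: no-enzyme low control and enzyme-plus-DMSO high control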
PfGluPho inh = PfG6PD enzyme inhibitors, primary screen, biochemical, fluorescence intensity, uHTS; inhibition, % at 20 µM; 0.78% of 350,000 active; PfGluPho enzyme, NADPH resazurin-diaphorase fluorescence;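 active = inhibition reaching at least a set limit at 20 µM in the primary screen, cut at about 59% in these data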;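 also: 0% = DMSO wells with substrate and 100% = DMSO wells lacking glucose-6-phosphate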
HKDC1 inh = HKDC1 hexokinase inhibitors, primary screen, biochemical, fluorescence, uHTS. recombinant HKDC1, G6PDH/diaphorase resazurin coupled fluorescence. AID 493160, 2011. inhibition, % at 20 µM. Q2TB90. 0.16% of 340,000 active;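 active = inhibition above about 35% when tested at 20 µM, limit read from the data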;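 also: plate controls were DMSO wells with enzyme for no effect and DMSO wells lacking enzyme for full effect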
Target sequence (Q2TB90 whole entry, looked up): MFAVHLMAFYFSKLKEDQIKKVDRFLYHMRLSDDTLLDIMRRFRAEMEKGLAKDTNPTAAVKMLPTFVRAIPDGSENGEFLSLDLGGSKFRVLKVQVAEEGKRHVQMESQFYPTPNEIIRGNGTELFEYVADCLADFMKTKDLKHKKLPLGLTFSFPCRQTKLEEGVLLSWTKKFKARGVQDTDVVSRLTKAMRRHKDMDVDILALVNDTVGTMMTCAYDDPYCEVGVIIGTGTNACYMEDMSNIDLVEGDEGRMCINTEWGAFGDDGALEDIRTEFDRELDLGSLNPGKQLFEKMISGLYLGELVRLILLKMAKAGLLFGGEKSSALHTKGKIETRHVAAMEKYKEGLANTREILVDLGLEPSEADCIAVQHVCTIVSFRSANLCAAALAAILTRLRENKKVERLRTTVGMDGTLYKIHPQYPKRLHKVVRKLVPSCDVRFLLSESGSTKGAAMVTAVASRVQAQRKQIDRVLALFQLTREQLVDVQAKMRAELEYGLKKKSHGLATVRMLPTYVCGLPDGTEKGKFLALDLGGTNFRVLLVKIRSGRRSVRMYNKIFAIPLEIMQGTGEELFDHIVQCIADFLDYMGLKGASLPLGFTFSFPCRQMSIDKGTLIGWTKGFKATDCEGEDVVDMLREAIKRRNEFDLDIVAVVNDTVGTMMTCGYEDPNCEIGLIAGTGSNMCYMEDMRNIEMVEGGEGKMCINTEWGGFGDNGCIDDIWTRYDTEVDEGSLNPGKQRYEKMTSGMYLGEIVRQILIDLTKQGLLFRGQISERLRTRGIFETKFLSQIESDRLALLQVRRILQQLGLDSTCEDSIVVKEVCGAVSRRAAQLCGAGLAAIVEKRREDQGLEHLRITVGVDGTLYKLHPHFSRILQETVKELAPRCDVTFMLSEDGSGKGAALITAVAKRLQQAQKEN
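Assay system – recombinant HKDC1 (HK5) hexokinase enzyme, produced in-house · Input – HKDC1 at 5 µg/mL · Reagent – glucose plus 1 mM ATP as hexokinase substrates · Timing – 90 min reaction incubation at room temperature, dark · Measured by – G6PDH/diaphorase-coupled fluorescence, 1 mM NADP, 100 µM resazurin, 525/613 nm · Benchmarks – DMSO-enzyme wells negative, buffer-substituted wells positive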
SENP6 block = SENP6 protease inhibitors, primary screen, biochemical, luminescence, uHTS; Sentrin-specific protease 6 (Homo sapiens), Q9GZR1; Recombinant SENP6 catalytic domain, aminoluciferin luminescence; inhibition, % at 10 µM; 1.8% of 330,000 active;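 active = inhibition above about 50% at the single tested dose, limit read from the data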;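 also: plate controls were DMSO wells with enzyme for no effect and DMSO wells lacking enzyme for full effect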
Apaf-1 inh = inhibitors of human Apaf-1 apoptosome, primary screen, biochemical, DEVD-Rh110 fluorescence, uHTS; Apoptotic protease-activating factor 1 (Homo sapiens), O14727; reconstituted apoptosome caspase-3 activity; inhibition, % at 20 µM; 0.71% of 330,000 active; AID 489030, 2010; active = inhibition of at least 40% at 20 µM;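 also: plate controls were DMSO wells for no effect and DEVD-CHO caspase inhibitor wells for full effect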
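System: reconstituted apoptosome with Apaf-1, cytochrome c, caspase-9, procaspase-3, dATP; Signal: Rh110 fluorescence intensity; Schedule: 30 min compound preincubation, 50 min activation, room temperature; Reagent: cytochrome c trigger plus (Z-DEVD)2-Rh110 caspase-3 substrate.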
Active calls of the source: *; i = inactive; / = no result given.

SMILES	NALP3 yeast inh	SENP8 block-1	SENP8 block-2	SENP7 inh	SENP1 FRET inh	PfGluPho inh	HKDC1 inh	SENP6 block	Apaf-1 inh
O=C(O)c1cccc(S(=O)(=O)N2CC=C(c3ccccc3)CC2)c1	0.9	-12.5	2.5	-8.2	-4.9	4.0	5.6	-3.0	-8.2
CCOC(=O)c1sc(NC(=O)c2ccc(S(=O)(=O)N3CCCCCC3)cc2)nc1-c1ccccc1	-0.7	-95.5	-5.2	-3.7	0.0	-25.2	-3.6	-10.3	16.0
COc1ccccc1C(=O)COC(=O)c1ccccc1O	24.9	0.4	-10.1	11.6	1.1	8.6	-1.3	15.4	4.5
CCC(Sc1nc(-c2ccccc2)c(-c2ccccc2)[nH]1)C(=O)O (stereo not drawn)	-0.5	-282.3	-2.6	-9.2	0.1	10.8	0.1	7.9	3.1
O=C(COC(=O)c1ccccc1O)NCCC1=CCCCC1	29.7	1.3	-4.0	-1.2	-1.8	-16.0	3.0	-14.2	0.2
CN(CCC#N)C(=O)COC(=O)c1ccc(CNS(=O)(=O)c2ccc(F)c(Cl)c2)cc1	-2.5	5.9	3.8	7.0	2.5	-4.2	-10.8	5.4	11.8
COc1ccc2c(Cl)c(-c3nnc(SCC(=O)c4ccccc4)n3C)sc2c1	12.7	23.3	-9.7	-8.0	0.3	2.9	-1.8	-4.8	21.2
O=C(/C=C/c1ccco1)N(Cc1cccc(Br)c1)C1CCS(=O)(=O)C1 (stereo not drawn)	-1.7	-0.3	-9.2	-13.3	-5.0	28.8	1.0	-4.3	6.6
COc1ccc(NC(=O)N2CCN(C(=O)Nc3ccc(OC)cc3)CC2)cc1	-16.7	23.0	-2.5	1.9	3.1	-13.4	3.9	-1.7	-13.0
Cc1cnc(NC(=O)c2cccc(S(=O)(=O)N3CC(C)OC(C)C3)c2)s1 (stereo not drawn)	9.7	-60.1	6.4	-1.2	1.9	-11.8	-2.5	2.6	-18.5
O=C(C1=C(O)C(=O)N(c2ncccn2)C1c1ccc(F)cc1)c1ccco1 (stereo not drawn)	4.2	20.0	2.6	3.4	1.5	19.4	1.2	-4.1	-20.9
COc1ccccc1C(=O)N1CCN(Cc2cn[nH]c2-c2ccc(F)cc2F)CC1	8.4	2.6	4.7	1.6	-2.2	-10.6	-3.1	9.3	-15.7
COc1ccc(S(=O)(=O)N(C)C[C@H]2Oc3c(NS(=O)(=O)c4ccc(F)cc4)cccc3C(=O)N([C@H](C)CO)C[C@@H]2C)cc1	11.1	-10.4	7.1	0.7	-2.4	6.3	-1.9	-16.1	4.2
O=C(O)Cn1c(-c2cscn2)nc2ccccc21	2.3	-5.0	-1.4	4.6	-1.3	-3.6	-1.2	-3.0	-1.5
CCNS(=O)(=O)c1cc(-c2nnc(OC)c3ccccc23)ccc1C	5.2	7.9	-5.2	-3.7	-0.3	10.5	-1.6	23.4	-8.2
O=C(c1ccccc1F)N1CCN(S(=O)(=O)c2ccc3ccccc3c2)CC1	11.2	12.6	2.5	0.3	1.0	1.9	-6.7	-2.8	14.8
O=C(Nc1cccc(S(=O)(=O)N2CCCCC2)c1)c1ccc2ccccc2n1	-104.5	8.8	-0.8	1.3	-4.4	17.1	-6.9	12.7	-0.4
O=C(Oc1cccc(-n2cnnn2)c1)c1sc2ccccc2c1Cl	18.3	6.7	-7.8	-13.3	0.7	-11.7	-1.8	-2.0	1.6
COc1ccc2c(c1)CCc1c(C(=O)NCc3ccc(Cl)cc3)noc1-2	-11.9	-10.8	4.6	1.9	0.5	7.9	0.7	9.4	7.2
COc1cc(OC)cc(-c2c(-c3cccs3)c3cc(-c4ccc(OC)cc4F)ccc3n2C)c1	5.0	-474.7	-1.0	-6.7	-11.8	2.8	1.7	4.0	11.7
CN(c1ccc(OCC(=O)NC2CCC(O)CC2)cc1)S(=O)(=O)c1ccc(Cl)cc1 (stereo not drawn)	9.9	6.6	3.6	-13.5	3.9	11.1	-5.8	-12.9	-3.7
Brc1ccc(-c2noc(-c3ccccc3)n2)o1	26.4	5.4	73.0*	88.5*	-1.5	3.8	-5.6	-29.7	-0.3
Cc1ccc(C)c(CNS(=O)(=O)c2ccc3c(c2)C(C)(C)C(=O)N3C)c1	1.8	8.0	-4.3	8.1	1.1	-6.4	-1.0	-15.2	5.1
Cc1c(NC(=O)C2CCCO2)cccc1[N+](=O)[O-] (stereo not drawn)	1.5	2.1	0.2	-7.4	4.9	1.2	-0.4	-9.7	-5.4
COc1cccc(-c2cc(C(=O)N3CCN(Cc4ccccc4)CC3)no2)c1	15.2	18.3	-7.1	2.8	0.7	4.3	-2.2	-3.9	25.8

A second format for part of the listing above.
Results follow in this order: NALP3 yeast inh | SENP8 block-1 | SENP8 block-2 | SENP7 inh | SENP1 FRET inh | PfGluPho inh | HKDC1 inh | SENP6 block | Apaf-1 inh
> Brc1ccc(-c2noc(-c3ccccc3)n2)o1
 : 26.4 | 5.4 | 73.0* | 88.5* | -1.5 | 3.8 | -5.6 | -29.7 | -0.3
> CN(CCC#N)C(=O)COC(=O)c1ccc(CNS(=O)(=O)c2ccc(F)c(Cl)c2)cc1
 : -2.5 | 5.9 | 3.8 | 7.0 | 2.5 | -4.2 | -10.8 | 5.4 | 11.8
> O=C(O)c1cccc(S(=O)(=O)N2CC=C(c3ccccc3)CC2)c1
 : 0.9 | -12.5 | 2.5 | -8.2 | -4.9 | 4.0 | 5.6 | -3.0 | -8.2

More records follow.
SMILES	NALP3 yeast inh	SENP8 block-1	SENP8 block-2	SENP7 inh	SENP1 FRET inh	PfGluPho inh	HKDC1 inh	SENP6 block	Apaf-1 inh
CCC(C(=O)NCc1ccc(C)cc1)c1ccccc1 (stereo not drawn)	19.5	5.8	6.7	2.5	0.6	-8.4	2.8	-13.3	-1.5
Cc1ccc(SCc2cc(=O)[nH]c(Nc3nc(C)c4ccc(C)cc4n3)n2)cc1	-12.5	10.8	-10.1	-4.9	2.5	1.1	6.0	-4.2	20.9
O=C(c1cnsn1)N1CCCC(Nc2ccc(F)c(F)c2)C1 (stereo not drawn)	22.3	19.8	-6.2	-11.6	-0.4	11.2	-3.3	-19.0	1.3
Cc1ccc(S(=O)(=O)NN2C(=O)/C(=C/c3ccc(F)cc3)SC2=S)cc1	4.4	16.3	21.6	-7.3	2.4	-8.4	14.1	14.8	0.8
COc1ccc(CCNCC(=O)Nc2ccc(C)c(S(=O)(=O)N(C)C)c2)cc1	6.9	2.9	-0.8	8.8	0.4	-6.8	-1.1	8.7	0.3
COc1ccc(C2CC(c3ccc([N+](=O)[O-])cc3)=NN2C(C)=O)cc1 (stereo not drawn)	15.8	16.3	-7.3	14.1	-1.2	-2.0	2.6	3.0	2.9
COc1ccc(C(C#N)=Cc2ccc(NC(C)=O)cc2)cc1	/	-364.4	/	/	0.7	-0.8	-1.8	/	/
CC(=O)NC(CC(=O)NC1CCCc2ccccc21)c1ccccc1 (stereo not drawn)	3.6	6.5	-3.5	-2.5	-3.0	2.2	5.3	-13.0	7.8
O=C1COc2ccc(S(=O)(=O)Nc3ccc(OC(F)(F)F)cc3)cc2N1	15.5	16.0	-1.6	0.5	-0.8	-12.5	2.5	-6.1	11.8
CCCN1CCC(NC(=O)C2CCCCC2C(=O)O)CC1 (stereo not drawn)	-7.6	4.5	3.1	1.3	2.3	-2.1	-5.3	8.8	3.6
CCOC(=O)c1ccc(NC(=S)Nc2cccc(N)n2)cc1	17.7	-9.2	1.1	1.9	-20.7	13.8	-1.4	-5.3	-0.5
CCC(C)NCc1ccc(C(=O)OC)o1 (stereo not drawn)	-3.2	0.7	-2.4	2.9	3.2	-9.2	-6.4	-17.1	-0.4
C[C@H](NC(=O)Cc1ccccc1)C(=O)N1CCC2(CC1)NCCc1[nH]cnc12	19.7	3.7	-18.7	4.4	-0.1	-4.8	-3.7	-3.6	-1.8
C/C(=N\NC(=O)c1ccc(Cl)c(Cl)c1)c1cccc(NC(=O)C(C)C)c1	2.3	5.7	-19.5	-6.7	1.3	-0.3	-1.5	-7.2	7.1
O=C1CCCCC1(O)Cc1ccc2c(c1)OCO2 (stereo not drawn)	/	7.1	/	/	1.1	6.4	-8.4	/	/
CCn1c(=O)c2cc(C(=O)Nc3cc(C)on3)sc2c2ccccc21	9.2	-487.2	8.1	-3.5	-0.5	-6.7	-1.2	-14.1	-8.5
NC(=O)CC[C@@H]1NC(=O)[C@H](CO)NC(=O)c2cc([N+](=O)[O-])cc(I)c2OCC[C@@H](C(N)=O)NC1=O	-0.1	26.1	-0.4	-1.6	1.6	-13.7	-0.2	1.4	12.3
COc1cccc(C#Cc2c(C=O)n(C)c3ccccc23)c1	30.8	i	4.3	-5.0	-30.6	11.3	4.6	-3.8	0.5
COC(=O)c1ccc(NC(=O)Cn2nc(SC)n(N)c2=S)cc1	13.7	7.4	-2.6	14.3	1.6	-9.5	-6.1	-16.7	0.4
CCC(CC)C(=O)Nc1c(C(=O)N2CCN(c3ccccc3)CC2)oc2ccccc12	7.0	13.0	-0.2	-3.4	2.3	12.2	-4.4	-1.1	13.5
Cc1cccc(C)c1OCC(=O)Nn1c(=O)[nH]c2ccccc2c1=O	12.8	-4.9	-10.0	-9.3	1.1	5.7	0.1	-12.8	1.2
COc1cc(OC)c(N(C)S(=O)(=O)c2cccc(C(=O)OCc3c(C)noc3C)c2)cc1Cl	5.0	5.5	-3.2	8.3	1.1	-4.4	-0.2	9.6	2.2
CCOC(=O)c1c(OCCO)nn(-c2ccccc2)c1N	16.3	7.2	4.6	-3.9	2.0	-13.9	-9.5	-0.9	-7.0
Cc1cc(=O)n2nc(N3CCCC(C(=O)NCc4ccc(F)cc4)C3)sc2n1 (stereo not drawn)	12.0	16.2	12.9	-4.1	-0.5	5.4	-2.5	4.9	4.3
COc1cccc(N(CC(=O)Nc2cccc(F)c2)S(C)(=O)=O)c1	15.5	3.2	1.4	2.4	0.1	-16.8	-13.2	-16.4	-3.3
NC1=NCc2ccccc21	7.7	16.0	3.3	6.2	-0.8	-12.9	-10.2	-1.4	-16.5
COc1cc(C(=O)NC2CCN(CC(=O)NC3CCCCC3C)CC2)cc(OC)c1OC (stereo not drawn)	16.2	14.7	-3.4	4.9	0.9	-2.8	-0.9	6.0	1.5
CC(C)(C)OC(=O)N1CCC[C@H]1c1nnc(SCC(=O)Nc2ccc(Br)cc2)o1	11.3	18.5	6.0	5.3	0.2	-1.3	-3.5	-21.2	-8.0
Cc1cc(Nc2ccc(F)cc2C)n2ncnc2n1	8.5	5.7	-8.9	7.6	3.0	-3.5	-2.8	-6.2	-0.1

Two compounds from above, showing only SENP6 block.
| compound | SENP6 block |
| --- | --- |
| CCCN1CCC(NC(=O)C2CCCCC2C(=O)O)CC1 (stereo not drawn) | 8.8 |
| Cc1ccc(S(=O)(=O)NN2C(=O)/C(=C/c3ccc(F)cc3)SC2=S)cc1 | 14.8 |

Screening results as filed in PubChem.
